Assay outcomes deposited in PubChem by National Center for Advancing Translational Sciences (NCATS).
D2 potentiator: positively modulates the human D2 dopamine receptor allosterically; potentiation, % at 10 µM; P14416; 340,000 tested, 0.34% active; HEK293 T-REx D2, calcium flux, EC20 dopamine potentiation;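 active means potentiation over 3 SD above the plate norm, cut at about 30% in these data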; further: 0% is about no effect
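Tetracycline-induced Hek293 Trex D2 cells, force-coupled to calcium, loaded with no-wash calcium dye. Compound added with 180 s kinetic read for agonism, then EC20 dopamine and a further 180 s read for potentiation.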
TRHR ag: TRH receptor (human) agonism. P34981. 360,000 tested, 0.18% active. AID 493084. TRHR cells, calcium flux fluo-8, FDSS agonist mode. activation, % at 2 µM; further: 0% is about no effect
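TRHR-expressing cells, plated overnight in medium with 10% serum, were loaded with fluo-8 calcium dye at room temperature. After a 10 s baseline, library compound was pin-added and calcium release was recorded kinetically (ex 480/em 530) as agonist response.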
D1 antag: human D1 dopamine receptor antagonism. 360,000 tested, 3.2% active. AID 504652. activity change, negative = inhibition, % at 10 µM. HEK293 TREx D1 cells, calcium flux, dopamine EC80; stronger effect = lower value. P21728; in the data active means activity change below about -30%; further: on the % scale 0 is the no-effect control and ±100 the full control effect
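Allosteric or orthosteric antagonism assessed as attenuation of the calcium response to EC80 dopamine, added 180 s after compound, in induced HEK293 Trex D1 cells loaded with no-wash calcium dye.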
D1 ag: agonists of human D1 dopamine receptor; HEK293 T-REx D1 cells, calcium flux, agonist mode; activation, % at 2 µM; 360,000 tested, 1% active; AID 504660; further: 0% is about no effect
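Tetracycline-induced HEK293 TREx D1 cells, force-coupled to calcium signalling, were dye-loaded with a no-wash calcium kit. Compound was pin-added after a 10 s baseline. Fluorescence was read kinetically at 1 cycle/s for 180 s, with calcium rises flagged as agonism.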
D1 PAM: human D1 dopamine receptor positive modulation; 360,000 tested, 0.036% active; HEK293 TREx D1 cells, calcium flux, dopamine EC20 potentiation; P21728; potentiation, % at 10 µM; in the data active means potentiation above about 30%; further: 0% is about no effect
D2 antag: antagonists of human D2 dopamine receptor | HEK293 TREx D2 cells, calcium flux, dopamine EC80 | inhibition, % at 10 µM | 340,000 tested, 2% active; in the data active means inhibition above about 30%; further: 0% is about no effect
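Antagonism is scored as inhibition of an EC80 dopamine-evoked calcium signal in a force-coupled, tetracycline-inducible HEK293 T-REx D2 line, with compound present 180 s before agonist.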
RXFP1 antagonist: RXFP1 (human) relaxin receptor antagonism; HEK293-RXFP1, relaxin-stimulated cAMP HTRF, 30 min; stronger effect = lower value; activity change, negative = inhibition, % at 57.5 µM; Q9HBX9; 350,000 tested, 0.59% active; AID 1259400;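 active means activity change of -60% or lower, but not beyond a set lower limit; inconclusive means change between -60% and -40%, or beyond the set limit; inactive means change above -40%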; further: on the % scale 0 is the no-effect control and ±100 the full control effect
Target sequence (Q9HBX9 whole entry, looked up): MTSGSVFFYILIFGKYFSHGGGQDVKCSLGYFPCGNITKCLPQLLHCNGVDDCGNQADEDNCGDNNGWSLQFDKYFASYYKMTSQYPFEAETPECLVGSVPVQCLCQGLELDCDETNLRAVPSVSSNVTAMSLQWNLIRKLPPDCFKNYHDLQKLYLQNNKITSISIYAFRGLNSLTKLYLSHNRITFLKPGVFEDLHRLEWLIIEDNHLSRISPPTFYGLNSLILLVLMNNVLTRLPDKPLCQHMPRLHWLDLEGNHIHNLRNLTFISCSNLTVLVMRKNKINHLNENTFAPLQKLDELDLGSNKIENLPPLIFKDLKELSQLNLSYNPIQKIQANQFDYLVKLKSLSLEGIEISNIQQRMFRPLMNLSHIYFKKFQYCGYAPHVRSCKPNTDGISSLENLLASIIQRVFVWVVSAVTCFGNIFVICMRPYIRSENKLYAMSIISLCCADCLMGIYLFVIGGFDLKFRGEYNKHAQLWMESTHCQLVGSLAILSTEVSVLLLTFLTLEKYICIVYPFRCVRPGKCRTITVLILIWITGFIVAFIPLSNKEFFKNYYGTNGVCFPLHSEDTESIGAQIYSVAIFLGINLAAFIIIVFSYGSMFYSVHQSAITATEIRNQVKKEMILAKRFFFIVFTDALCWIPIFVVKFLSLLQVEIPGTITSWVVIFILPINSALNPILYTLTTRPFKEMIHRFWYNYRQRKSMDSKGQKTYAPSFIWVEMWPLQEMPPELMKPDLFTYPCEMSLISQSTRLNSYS
D2 agonist: D2 dopamine receptor (human) agonism; P14416; HEK293 T-REx D2 cells, calcium flux agonist mode; activation, % at 2 µM; 340,000 tested, 0.53% active; AID 485358;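 active means activation over 3 SD above normal in the single-dose calcium agonist read, cut at about 30% in these data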; further: 0% is about no effect
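Tetracycline-induced HEK293 T-REx cells with force-coupled D2 receptor, plated overnight at 30 C, loaded with no-wash calcium dye. After a 10 s baseline, compound was pin-added and calcium flux read kinetically for 180 s; calcium rises flagged agonists.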
TRHR enhancer: TRH receptor (human) allosteric enhancement; TRHR cells, fluo-8 calcium fluorescence, EC20 TRH enhancement; enhancement, % at 2 µM; 360,000 tested, 0.66% active; AID 493056; in the data active means enhancement above about 30%; further: 0% is about no effect
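Enhancer read-out: after compound pinning and an initial kinetic agonist-mode read, an EC20 of TRH (10 nM final) was injected and fluo-8 calcium signal (Ex 480/Em 530) followed at 1 s/cycle for 100 cycles in TRHR-expressing cells.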
* marks the source's active call; other numbers are inactive results; ? = inconclusive; . = not tested or not shown; & = joins results of further samples. Unless noted, no stated cut-off is given here; in the data, active means activation above about 30%; inactive means the rest. Hits appear at their usual frequency; 7.1% or so of the library scored in one or more.

Second line of a record – D2 potentiator	TRHR ag	D1 antag	D1 ag	D1 PAM	D2 antag	RXFP1 antagonist	D2 agonist	TRHR enhancer
- COC(=O)c1cccc(NC(=O)c2ccc3c(c2)C(=O)N(C(C)(C)C)C3=O)c1
  1.7	0.2	-14.0	6.0	4.6	2.1	?	-0.2	0.9
- Cc1ccc2oc(=O)c3cc(C(=O)NCCN4CCc5ccccc5C4)sc3c2c1
  -1.5	-0.3	17.5	1.5	-1.6	2.7	.	-0.8	-2.0
- COCc1[nH]nc2c1C(c1ccc(OC)c(OC)c1)C(C#N)=C(N)O2 (stereo not drawn)
  9.8	1.2	-7.6	2.4	-4.2	3.8	8.1	-1.3	-0.5
- CCc1ccc(OCC(=O)Nc2ccncc2)c(Br)c1
  -8.2	0.0	-29.5	9.3	-13.3	.	2.8	.	-1.4
- O=C(c1ccccc1NS(=O)(=O)c1ccc(Br)s1)N1CCCC1
  5.2	-0.2	-10.9	1.4	3.4	-1.0	8.4	0.0	-0.4
- O=C1C(=O)N(C2CCNCC2)CCN1Cc1ccccc1
  1.0	1.3	2.8	-1.2	1.0	.	-8.9	.	-4.3
- COc1ccc(/C=C/C(=O)NCC(=O)N/N=C(/C)c2ccc(Cl)cc2)cc1
  5.2	-0.2	-12.4	-0.5	6.8	27.0	-22.7	0.2	-3.6
- Cc1ccc(OCC(=O)N2N=C(c3ccc(Cl)cc3)CC2c2ccco2)c([N+](=O)[O-])n1 (stereo not drawn)
  7.5	0.6	-5.7	6.1	-3.0	-1.9	-21.4	1.0	-2.3
- CCN(CC)CCCNc1oc(-c2ccccc2[N+](=O)[O-])nc1C#N
  -4.1	0.7	-5.4	2.9	1.1	-10.5	-8.7	0.2	-0.6
- CC(NC(=O)CSc1nc(-c2ccccc2F)nc2cc(=O)[nH]n12)c1nc2ccccc2n1C (stereo not drawn)
  -3.0	0.1	-14.2	4.0	2.6	.	-9.7	0.0	17.2
- CCOc1ccccc1CNc1ncnc2onc(-c3ccc(F)cc3)c12
  -11.4	-0.2	10.9	2.2	-5.7	.	-25.6	-0.3	-5.6
- CCC(=O)Nc1cc(C(C)C)c(O)cc1C
  1.2	-0.4	-3.1	1.6	-2.6	-14.1	0.2	-0.2	-1.4
- Nc1cccc(-c2nnc3n2CCCCC3)c1
  -12.6	1.0	-5.5	2.3	-4.0	7.1	-9.2	0.0	-1.9
- c1ccc(-c2ccc(-c3nc(-c4ccccn4)no3)cc2)cc1
  -6.0	0.0	0.0	3.2	-3.1	-3.9	-22.9	-1.5	-3.8
- Cc1ccc(C(=O)NCc2ccccc2)cc1NC(=O)c1nsc2ccccc12
  -9.2	0.1	6.0	2.5	-2.1	.	-23.5	-0.4	-2.8
- Cc1cc2ccccc2n1CCNCc1c(C(=O)N2CCOCC2)nc2ccccn12
  11.1	0.1	0.9	4.8	-0.8	-6.7	-4.8	0.0	2.4
- CCOc1ccc(S(=O)(=O)Nc2ccn(C)n2)cc1
  6.5	1.3	-0.6	2.1	0.1	-12.2	-5.9	0.0	2.4
- Cc1cccc(OCC(=O)NC(Cc2c[nH]c3ccccc23)C(=O)O)c1C (stereo not drawn)
  6.7&3.1	0.7&0.4	-1.8&10.0	1.9&1.7	-6.3&4.4	8.2	15.2&2.5	-0.4&0.1	3.6&7.5
- O=c1onc(-c2ccc(Cl)cc2)n1Cc1ccc(F)cc1
  8.6	-0.5	-2.2	0.0	1.1	6.9	4.9	-1.9	1.7
- c1ccc(CN(Cc2ccccc2)Cc2nnc(-c3cc4ccccc4[nH]3)o2)cc1
  .	1.7	31.7	2.3	-5.5	.	.	.	-2.6

A run of entries taken from the entries so far:
Second line of a record – D2 potentiator	TRHR ag	D1 antag	D1 ag	D1 PAM	D2 antag	RXFP1 antagonist	D2 agonist	TRHR enhancer
- Nc1cccc(-c2nnc3n2CCCCC3)c1
  -12.6	1.0	-5.5	2.3	-4.0	7.1	-9.2	0.0	-1.9
- c1ccc(-c2ccc(-c3nc(-c4ccccn4)no3)cc2)cc1
  -6.0	0.0	0.0	3.2	-3.1	-3.9	-22.9	-1.5	-3.8

Carrying on.
Second line of a record – D2 potentiator	TRHR ag	D1 antag	D1 ag	D1 PAM	D2 antag	RXFP1 antagonist	D2 agonist	TRHR enhancer
- COc1ccccc1OCCNC(=O)C1CC(=O)N(Cc2ccccc2)C1 (stereo not drawn)
  3.8	-0.1	9.7	0.9	-1.7	-8.7	3.2	0.6	8.8
- COc1ccc(NC(=O)c2cccc(N3CCCS3(=O)=O)c2)cc1OC
  -2.6	0.0	13.0	-0.3	-3.8	.	-2.8	0.7	4.4
- COCc1c(C(=O)N2CCN(Cc3ccc4c(c3)OCO4)CC2)oc2ccccc12
  -21.0	-0.4	12.7	0.3	1.4	70.5*	-3.3	69.7*	-5.6
- CC(=O)Nc1ccc(S(=O)(=O)Nc2c(C)nn(-c3ccccc3)c2C)cc1
  1.9	-0.3	-17.9	2.0	-9.2	16.4	-5.6	0.1	3.5
- COc1cccc(-c2nn(-c3ccccc3)cc2C(=O)Nc2nccs2)c1
  -27.2	-1.2	-5.9	3.0	-4.8	-6.0	-17.2	0.1	3.0
- Cc1ccc(-c2nn3nnnc3c3ccccc23)cc1
  3.7	-0.7	-1.3	3.0	-6.1	11.0	-11.9	-0.4	-6.0
- CCOC(=O)c1ccc(S(=O)(=O)NCCN2CCOCC2)cc1
  0.3	0.3	-7.3	3.0	-3.0	4.3	11.5	3.6	-1.0
- c1ccc(-c2nc3ccccc3s2)nc1
  3.9&-6.5	-0.6&-0.1	-5.0&13.2	2.7&0.7	3.3&4.5	-6.7&2.4	-7.6&-14.5	0.4&-0.6	9.8&-0.4
- COc1cc(CC(=O)N2CCC(n3nccc3NC(=O)C3CC3)CC2)cc(OC)c1OC
  -3.5	0.7	11.3	2.6	-0.3	8.3	-1.2	0.5	0.0
- Cc1csc(SCC(=O)Nc2nncs2)n1
  4.7	0.4	3.2	0.2	-2.5	16.9	-20.1	0.0	8.4
- O=C(O)C1CCN(S(=O)(=O)N2CCOCC2)CC1
  13.8	0.1	0.2	2.9	-3.5	11.0	16.2	-0.4	-0.4
- CCOC(=O)c1cnc(SC)nc1Nc1cccc(F)c1
  -4.4	0.3	-2.3	0.2	-5.4	13.1	-19.6	0.9	0.3
- CCOc1ccc(C2CC(=O)c3c([nH]c(C(=O)OC4CCC(C)CC4)c3C)C2)cc1 (stereo not drawn)
  2.6	0.9	1.7	-0.3	1.1	.	-17.0	0.4	-5.5
- CC(C)Cc1nnc(NC(=O)CCC(=O)Nc2ccccc2F)s1
  -1.8	0.0	-7.4	-0.7	-4.7	7.3	-1.8	0.2	5.2
- NNC(=S)Nc1ccc(OC(F)(F)F)cc1
  18.3	-1.2	7.3	0.2	3.0	15.3	-4.9	-1.7	20.2
- CCN(CCn1cccn1)C(=O)c1cc(COc2c(F)cccc2F)on1
  20.9	-0.2	7.5	0.7	-0.2	-1.7	5.0	0.3	0.1
- O=[N+]([O-])c1ccc(NCCc2ccccc2)c(Br)c1
  -5.7	0.8	-11.4	4.1	-0.6	8.6	4.3	0.3	-3.5
- Cc1nn(C)c(C)c1CCC(=O)N1CCCC(Nc2ccc(C(C)C)cc2)C1 (stereo not drawn)
  36.2*	-0.6	6.2	-0.8	1.4	-24.3	-10.6	0.5	11.4
- COc1cc(/C=C(\NC(=O)c2ccccc2)C(=O)Nc2nccs2)ccc1OC(C)=O
  -2.7	0.3	-9.3	5.8	-1.7	20.1	-11.1	0.4	18.6
- COc1ccc(C)cc1-n1nnnc1SC/C(O)=C(\C#N)c1nc2ccccc2[nH]1
  -0.1	0.2	4.6	2.7	-5.3	9.1	-1.4	-1.5	5.6
- Cc1nc(SCn2nnc3ccccc3c2=O)nc(C)c1C
  1.5	-0.2	-16.3	4.3	-5.7	5.5	12.4	-0.8	8.8
- COc1ccc(CCNS(=O)(=O)c2cccc(S(=O)(=O)N3CCCC3)c2)cc1OC
  0.6	-0.6	-9.1	3.7	-8.4	-18.9	-11.2	-0.2	-9.6
- CCc1cccc(CC)c1NC(=S)NCc1ccc2[nH]c(C)cc2c1
  .	0.5	-5.4	-0.2	-3.5	.	7.3	.	1.5
- O=C(COC(=O)c1ccccc1O)NNC(=O)c1ccc(Br)cc1
  0.9	-0.6	-19.8	4.4	-2.0	-18.0	7.6	-0.9	-4.0
- CCCc1ccc(OCC(=O)Nc2sc(C(=O)OCC)c(C)c2C(=O)OCC)cc1
  2.3	0.7	20.9	5.1	0.2	.	1.9	-0.4	1.3
- COc1ccc2oc(C)c(C(=O)c3ccc([N+](=O)[O-])cc3)c2c1
  13.9	0.5	4.2	0.0	-0.7	-1.6	-10.3	18.8	4.1
- O=C(Nc1cnn(Cc2ccc(Cl)c(Cl)c2)c1)c1nc2ncccn2n1
  -0.8	-0.3	-16.3	1.9	-5.5	-8.1	-9.0	-0.1	26.3
- Cc1nc2ccccc2nc(C)c1=NOCc1ccc(C#N)cc1
  3.7	0.4	3.5	-0.1	-7.7	-7.5	20.7	-0.7	-3.4
- COc1cccc(CSc2nnc(-c3ccncc3)n2C)c1
  0.5	-0.7	-1.1	1.9	-5.2	-7.8	5.2	-1.2	-4.5
- COc1cc(S(=O)(=O)NC2CCCCC2C)ccc1F (stereo not drawn)
  10.4	-0.5	-9.0	3.3	3.7	-6.2	11.4	-0.4	-2.0
- Cc1ccc(S(=O)(=O)N2CCC(C(=O)N3CCCC(C(F)(F)F)C3)CC2)cc1C (stereo not drawn)
  5.7	-1.2	-2.0	1.2	-0.3	8.6	-5.1	0.4	-5.5
- O=C(COc1ccc(Cl)cc1Cl)NN1C(=O)/C(=C\c2ccc(Cl)cc2)SC1=S
  .	0.5	6.7	1.0	-0.7	5.2	6.8	0.1	-4.9
